Source: PubChem (several laboratories)
BCLXL inh = inhibitors of human Bcl-xL, primary screen, biochemical, fluorescence polarization, HTS; Bcl-2-like protein 1 (Homo sapiens), Q07817; 320,000 tested, 0.7% active; inhibition, % at 10.9 µM; AID 2129, 2009; GST-Bcl-xL / FITC-Bim BH3 peptide fluorescence polarization;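 active = inhibition above the mean of all tested compounds plus 3 SD, cutoff set per campaign, cut at about 30% in these data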;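 note: 0% = DMSO wells and 100% = unlabeled Bim-BH3 peptide competitor; inhibitors lower millipolarization by displacing the labeled peptide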
MCL1 BIM primary = inhibitors of MCL1 binding to BIM-BH3, primary screen, biochemical, fluorescence polarization; Induced myeloid leukemia cell differentiation protein Mcl-1 (Homo sapiens), Q07820; GST-MCL1 / FITC-Bim-BH3 fluorescence polarization; inhibition, % at 10.9 µM; 320,000 tested, 0.68% active; AID 2057, 2009;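 active = inhibition above the mean inhibition of all tested compounds plus 3 SD, set per campaign, cut at about 40% in these data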;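 note: 0% = DMSO wells and 100% = unlabeled Bim-BH3 peptide control; higher means more loss of mP so more displacement of Bim peptide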
Target sequence (Q07820 whole entry, looked up): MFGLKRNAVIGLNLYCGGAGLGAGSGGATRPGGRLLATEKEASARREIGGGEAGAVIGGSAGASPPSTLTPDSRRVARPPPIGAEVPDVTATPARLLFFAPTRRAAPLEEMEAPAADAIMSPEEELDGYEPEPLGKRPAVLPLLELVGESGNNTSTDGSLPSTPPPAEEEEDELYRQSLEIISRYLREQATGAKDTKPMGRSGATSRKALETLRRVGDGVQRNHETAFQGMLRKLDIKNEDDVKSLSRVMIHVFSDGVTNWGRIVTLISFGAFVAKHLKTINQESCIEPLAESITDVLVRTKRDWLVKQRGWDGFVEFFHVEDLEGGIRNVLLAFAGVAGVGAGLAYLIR
GLD-1 TGE inh = GLD-1/TGE RNA complex disruptors, primary screen, biochemical, fluorescence polarization; 320,000 tested, 0.44% active; AID 2280, 2010; inhibition, % at 5.96 µM; Female germline-specific tumor suppressor gld-1 (Caenorhabditis elegans), Q17339; purified GLD-1 + fluorescein TGE RNA;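 active = percent inhibition above a per-plate cutoff, the plate mean of test compounds plus 3 SD, cut at about 30% in these data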;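 note: 0% = DMSO wells with GLD-1 and probe and 100% = wells lacking GLD-1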
MEX-5 binding = MEX-5 zinc finger RNA-binding disruptors – biochemical, C. elegans, fluorescence polarization, MLPCN library, primary screen; activity score (negative = inhibition of binding), % at 10 µM; 300,000 tested, 0.38% active; MEX-5/FITC-TCR2 RNA binding; hits give low values;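 active = inhibition past about -25% in most replicates, and total fluorescence under double the plate's negative control median, limit read from the data; inconclusive = replicates evenly split on the limit, or fluorescence at least double controls; inactive = too little inhibition in most replicates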;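 note: 0% = DMSO and -100% = 5 µM competing unlabeled TCR2 RNA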
Target sequence (Q9XUB2 whole entry, looked up): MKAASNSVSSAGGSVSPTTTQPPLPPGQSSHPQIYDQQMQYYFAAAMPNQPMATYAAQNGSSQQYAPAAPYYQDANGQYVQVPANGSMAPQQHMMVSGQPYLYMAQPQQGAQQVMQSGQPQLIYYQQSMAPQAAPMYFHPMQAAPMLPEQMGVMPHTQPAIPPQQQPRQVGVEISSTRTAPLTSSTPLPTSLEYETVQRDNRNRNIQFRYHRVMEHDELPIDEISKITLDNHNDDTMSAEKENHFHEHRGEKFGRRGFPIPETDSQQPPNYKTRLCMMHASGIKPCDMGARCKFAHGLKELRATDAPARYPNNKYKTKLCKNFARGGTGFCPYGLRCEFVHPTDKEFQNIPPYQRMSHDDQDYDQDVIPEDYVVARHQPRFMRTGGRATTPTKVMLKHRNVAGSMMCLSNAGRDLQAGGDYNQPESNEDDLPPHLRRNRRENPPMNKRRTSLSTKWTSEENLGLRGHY
VLA-4 inh = inhibition in human VLA-4 binding assay, primary screen, VLA-4 allosteric modulator project, MLPCN library, flow cytometry, VLA-4 expressing cells; ligand binding flow cytometry; AID 2557, 2010; Integrin alpha-4 (Homo sapiens), P13612; 330,000 tested, 0.2% active; inhibition, % (about 7 µM as worked out from the volumes in the protocol); in the data active = inhibition above about 50%
CIT2 TOR yeast = modulators of CIT2-GFP expression in yeast, primary screen, S. cerevisiae, GFP fusion, multiplex flow cytometry, MLPCN library; S. cerevisiae CIT2-GFP strain, 3 h; 100 means same as DMSO wells; GFP response vs DMSO, % at 10 µM; 320,000 tested, 0.065% active; AID 2029, 2009;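 active = GFP response relative to DMSO above a set limit, near the screen mean plus 3 SD, cut at about 150% in these data; inconclusive = Fewer than 70 cells measured for a yeast strain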;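 note: ratio of well median GFP fluorescence to mean of DMSO wells on the plate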
Fam108B counter = mouse Fam108B serine hydrolase inhibitors, primary screen, counter-screen for RBBP9 inhibitor project, biochemical, fluorescence polarization. recombinant Fam108B, FP-Rh probe fluorescence polarization. inhibition, % at 9.51 µM. 300,000 tested, 0.33% active;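 active = inhibition above the screen mean inhibition plus 3 SD, computed separately per campaign, cut at about 18% in these data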;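 note: inhibitors lower polarization as less probe binds the enzyme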
AGP1 TOR yeast = modulators of AGP1-GFP expression in yeast TOR pathway, primary screen, cell-based, multiplex flow cytometry, S. cerevisiae, MLPCN library | 3 h; GFP as percent of DMSO wells | GFP response vs DMSO, % at 10 µM | 320,000 tested, 0.02% active;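 active = GFP response relative to DMSO above a set limit, near screen average plus 3 SD, cut at about 150% in these data; inconclusive = fewer than 70 cells counted for the yeast strain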;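 note: median GFP channel fluorescence of the gated AGP1 strain per well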
GRK2 inh = compounds blocking aptamer binding on GRK2 – biochemical, human GRK2, bead flow cytometry, HTS, primary screen; Beta-adrenergic receptor kinase 1 (Homo sapiens), P25098; inhibition of aptamer binding, % at 10 µM; FAM-aptamer displacement from GRK2; AID 488847, 2010; 330,000 tested, 0.59% active;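 active = inhibition of aptamer binding above 40%, roughly 3 SD of noise, on plates passing a quality check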;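 note: median bead fluorescence of bound FAM aptamer so fluorescent compounds give negative values; no value below 0 was filed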
An asterisk follows results filed as active; ? = inconclusive; . = no result given.

canonical_smiles	BCLXL inh	MCL1 BIM primary	GLD-1 TGE inh	MEX-5 binding	VLA-4 inh	CIT2 TOR yeast	Fam108B counter	AGP1 TOR yeast	GRK2 inh
COc1ccc(CN(C(=O)c2snc(C(N)=O)c2N)C(C)C(=O)NCc2ccc(F)cc2)cc1 (stereo unspecified)	2	2	0	0.5	-1	113	-1	102	0
O=C(COC(=O)c1ccccc1Cl)Nc1ccc2[nH]c(=O)[nH]c2c1	4	-4	1	2.3	5	99	-1	110	0
NC(=O)C1=C[C@H](c2ccc(Br)cc2)C[C@H](OCc2ccc(CO)cc2)O1	1	-7	3	0.5	2	102	4	95	3
COC(=O)CCS(=O)(=O)c1ccc(Cl)c(Cl)c1	-2	19	7	1.8	13	109	-2	100	1
O=C(O)c1c[nH]c(=S)n1-c1ccc(F)cc1	1	4	-2	2.4	8	98	-2	111	1
COc1cccc(-c2nn(-c3ccc(C)cc3)cc2C(=O)NCC2CCCO2)c1 (stereo unspecified)	1	1	5	-0.6	-4	96	-2	96	0
CC(C)CCOCC1CC2(CC(C)(c3csc(N)n3)OC2=O)C(=O)O1 (stereo unspecified)	-7	168*	2	1.7	-1	108	0	102	1
CCC(NC(=O)CCc1nnc(-c2cc(C)on2)o1)C12CC3CC(CC(C3)C1)C2 (stereo unspecified)	-1	-3	1	3.0	0	118	2	99	0
O=C(CSc1nc(=O)n(CCCN2CCOCC2)c2c1CCCC2)Nc1ccc(F)c(F)c1	5	3	10	-0.2	-2	109	6	103	3
Cc1c(-c2ccccc2)nc(N)c(C#N)c1-c1cccs1	8	5	8	0.8	5	108	-2	106	3
Cc1ccc(NC(=O)c2cc(C(=O)c3cc(Cl)ccc3O)cn(-c3ccc(C)cc3)c2=O)cc1	-4	-13	0	2.8	-1	101	-48	101	0
COC(C#CCCN(C)C)(c1ccccc1)c1ccccc1	2	-3	2	4.0	-15	97	-1	101	0
CCOC(=O)CNC(=O)c1sc(NC(=O)c2ccccc2)nc1C	0	6	0	-0.9	4	92	-3	.	0
C=CCNc1nc2ccccc2nc1NS(=O)(=O)c1ccc(Cl)cc1	4	17	6	-3.1	-7	94	6	87	4
CC(C)c1nc(SCC(=O)c2ccc(F)cc2)c2ccccc2n1	-3	-5	3	-0.7	-11	105	-2	103	1
CCn1c(=NC(=O)COc2ccccc2)sc2cccc(F)c21	3	-3	-5	9.9	0	91	-1	97	0
COc1ccc(N2CC(C(=O)N/N=C/c3ccc(C)cc3)CC2=O)cc1 (stereo unspecified)	4	5	0	-2.9	14	107	1	102	0
COc1ccc(OC)c(Nc2ncnc3ccc(Br)cc23)c1	4	5	6	-1.3	26	107	-5	102	2
Cc1cccc(NC(=O)Cn2cnc3ccc(S(=O)(=O)N4CCC(C)CC4)cc3c2=O)n1	-6	-11	-1	3.7	3	88	-7	101	0
Cc1cccc(-c2nnn(CC/C(N)=N/O)n2)c1	1	-1	-10	-0.5	13	95	2	95	0
CNC(=O)CN1C(=O)NC(Cc2c[nH]c3ccccc23)C1=O (stereo unspecified)	-2	-5	0	0.2	15	100	5	107	0
CCN1C(=O)c2ccc(C(=O)O)cc2C1=O	2	-3	3	-1.2	8	92	1	105	1
COc1ccc(C(C)=O)cc1COC(=O)CCNS(=O)(=O)c1ccc(C)cc1	-8	-4	3	2.9	21	83	-3	96	0
Cc1c(-c2ccccc2)oc2c(C(=O)OCC(=O)Nc3ccc(C(N)=O)cc3)cccc2c1=O	16	-2	3	-6.4	0	102	-4	104	0
CN(C(=O)c1cc([N+](=O)[O-])ccc1NCc1cccnc1)c1ccccc1	0	3	7	2.3	-6	102	1	104	0
CCC(Sc1nc(C)cc(C)n1)C(=O)NC1=NN=C(c2ccc(C)cc2)CS1 (stereo unspecified)	0	1	-4	0.8	15	97	-1	101	0
O=C(COC(=O)c1ccc(Cl)nc1)NCc1ccc2c(c1)OCO2	6	12	2	1.4	15	105	0	102	5
COc1ccc(/C=C/C(=O)NCCCN2CCOCC2)cc1	.	.	.	0.6	3	96	.	100	0
COC(=O)c1ccc(CSc2nc3c(cnn3-c3ccc(F)cc3)c(=O)[nH]2)o1	0	-2	1	.	-1	107	-1	100	0
Cc1ccccc1N(C(=O)CNC(=O)c1cccs1)C(C(=O)NC1CCCC1)c1ccncc1 (stereo unspecified)	5	8	3	-1.8	-8	107	0	102	4
COC(=O)Cc1c(C)nc2nc(Cc3ccccc3)[nH]n2c1=O	7	8	-3	0.8	7	122	-1	.	0
CC(=O)N1CCCN(C(=O)c2cc(COc3c(F)cccc3F)on2)CC1	1	5	4	-0.8	-14	96	3	95	2
Cc1cc(C)c(NC(=O)CN2C(=O)NC3(CCc4ccccc43)C2=O)c(Cl)c1 (stereo unspecified)	.	.	5	.	4	99	.	107	0
CN(CCC1CCCCO1)C(=O)c1cc(COc2ccc(F)cc2F)on1 (stereo unspecified)	-1	4	-2	-3.0	8	92	2	96	0
COC(=O)c1cc(C(=O)OC)n(Cc2ccc(C)cc2)c1C	7	7	-1	-0.1	4	94	0	104	4
COc1ccc(-c2nn3cnnc3s2)cc1OC	7	6	8	-1.3	2	110	5	96	2
Cc1cc(C)nc(N/N=C/c2ccc3c(c2)OCCO3)n1	1	9	2	-1.8	2	89	0	98	0
C=CCOC(=O)C1=C(C)NC(SCC(=O)N(CC)CC)=C(C#N)C1c1ccco1 (stereo unspecified)	4	1	0	-0.4	15	85	-5	82	3
O=C(NCCCn1ccnc1)c1cn(-c2ccccc2)nc1-c1ccccc1	-4	-5	-1	-1.8	-5	95	-5	93	0
O=C(Nc1ccc(S(=O)(=O)N2CCOCC2)cc1)c1ccccc1Br	2	4	2	1.5	5	111	-6	103	0
NC(=O)c1ccccc1N=Cc1ccc2ccccc2c1	3	12	1	-1.2	4	87	0	88	0
Cc1cc(C)nc(N/N=C/c2sccc2C)n1	3	8	-2	0.1	-1	108	3	101	0
CCC(=O)Nc1ccc2c(c1)nc(CN1CCCCC1)n2C	7	-4	-6	-0.9	17	96	-3	103	2
O=C(COC(=O)Cn1cnc2ccccc21)NCCc1ccccc1	6	1	2	0.3	-23	100	1	98	2
C=C(C)CNC(=S)N1CCN(C(c2ccccc2)c2ccccc2)CC1	4	3	-7	-0.7	20	86	0	92	0
CCOC(=O)C(=CNc1ccc(C#N)cc1)C(=O)OCC	-1	9	-5	3.0	-7	83	2	84	0
CCN(c1ccccc1)S(=O)(=O)c1ccc(OC)c(NS(=O)(=O)c2cccs2)c1	-3	-2	0	1.6	2	99	-1	101	2
CC1(C)CC(=O)C=C(NC2CC(C)(C)NC(C)(C)C2)C1	-3	3	0	1.6	-1	99	2	105	3
Nc1ccc2nc3c(c(Cl)c2c1)CCCC3	20	21	-8	1.7	-1	89	4	96	1
CC1CCc2sc(C(=O)N=Nc3c(O)[nH]c4ccccc34)cc2C1 (stereo unspecified)	2	6	-1	-0.2	12	102	-4	116	2
CC(=O)Nc1ccc(OCC(=O)NCc2ccc3c(c2)OCO3)cc1	-12	-9	6	-2.0	0	117	-1	115	3
CC(=O)Nc1ccc(Br)cc1C(=O)C(=O)O	1	5	1	-0.8	12	93	1	91	1
O=C(CN1CCN(c2ccc(F)cc2)CC1)Nc1ccc(F)c(F)c1	-2	2	-3	-0.9	21	?	1	?	0
O=S(=O)(Nc1nc(-c2sccc2Cl)cs1)c1cc(Cl)ccc1Cl	20	23	-1	-9.3	3	86	29*	91	0
CC1(C)Cc2ccccc2-c2nc3ccccc3c(=O)n21	9	6	5	3.8	-6	96	0	84	0
Cc1ccccc1OCC(=O)N(Cc1ccco1)c1c(N)n(Cc2ccccc2)c(=O)[nH]c1=O	-5	-12	2	.	-1	94	.	98	3
COc1ccc(C#Cc2ccc3c(c2)c(=O)c2ccccc2n3C)cc1	-1	0	0	-2.8	-13	88	-11	89	2
COc1ccc2c(c1)CC/C(=C\c1ccc(OC)c(Cn3nc(C)cc3C)c1)C2=O	5	4	-2	-0.4	8	95	-1	94	1

Just BCLXL inh (2 entries from above):
| canonical_smiles | BCLXL inh |
| --- | --- |
| O=C(NCCCn1ccnc1)c1cn(-c2ccccc2)nc1-c1ccccc1 | -4 |
| O=C(Nc1ccc(S(=O)(=O)N2CCOCC2)cc1)c1ccccc1Br | 2 |

Of the compounds above, 9 contain fluorine.
canonical_smiles	BCLXL inh	MCL1 BIM primary	GLD-1 TGE inh	MEX-5 binding	VLA-4 inh	CIT2 TOR yeast	Fam108B counter	AGP1 TOR yeast	GRK2 inh
COc1ccc(CN(C(=O)c2snc(C(N)=O)c2N)C(C)C(=O)NCc2ccc(F)cc2)cc1 (stereo unspecified)	2	2	0	0.5	-1	113	-1	102	0
O=C(O)c1c[nH]c(=S)n1-c1ccc(F)cc1	1	4	-2	2.4	8	98	-2	111	1
O=C(CSc1nc(=O)n(CCCN2CCOCC2)c2c1CCCC2)Nc1ccc(F)c(F)c1	5	3	10	-0.2	-2	109	6	103	3
CC(C)c1nc(SCC(=O)c2ccc(F)cc2)c2ccccc2n1	-3	-5	3	-0.7	-11	105	-2	103	1
CCn1c(=NC(=O)COc2ccccc2)sc2cccc(F)c21	3	-3	-5	9.9	0	91	-1	97	0
COC(=O)c1ccc(CSc2nc3c(cnn3-c3ccc(F)cc3)c(=O)[nH]2)o1	0	-2	1	.	-1	107	-1	100	0
CC(=O)N1CCCN(C(=O)c2cc(COc3c(F)cccc3F)on2)CC1	1	5	4	-0.8	-14	96	3	95	2
CN(CCC1CCCCO1)C(=O)c1cc(COc2ccc(F)cc2F)on1 (stereo unspecified)	-1	4	-2	-3.0	8	92	2	96	0
O=C(CN1CCN(c2ccc(F)cc2)CC1)Nc1ccc(F)c(F)c1	-2	2	-3	-0.9	21	?	1	?	0

This is a random part of the collection; overall some 2.2% were active at least once.
